# Screening data (PubChem)
# KB-V1 MDR tox = KB-V1 MDR subline cytotoxicity; Potency, µM (highest dose often 46.1 µM), without a hit: at the top dose activity change, negative = cytotoxicity, most hits filed as cytotoxic; KB-V1 MDR cells viability, CellTiter-Glo, 72 h; 400,000 compounds, 3.4% hits; note: potency is the fitted concentration of half-maximal effect; % is set by controls: 0 for no effect and ±100 for the full control effect; nearly all actives have a fitted effect of over 60% in size
#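 Cytotoxicity via CellTiter-Glo luminescence after 72 h compound exposure at 37 degrees C. Cells: drug-selected KB-V1 line, DMEM phenol-red free plus 10% FBS. Compounds tested at multiple concentrations; normalized data fitted to concentration-effect curves.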
# SW480 rerep = DNA re-replication induction in SW480 cells | SW480 DNA re-replication, Hoechst DNA content imaging, 48 h | Potency, µM (highest dose often 46.1 µM), for the others: top-dose re-replication activation, usual class: activators | 340,000 compounds, 1.8% hits; note: potency is the fitted concentration of half-maximal effect; % of control where 0% means no effect; nearly all actives have a fitted effect of over 55% in size
#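 250 cells/well; 23 nL cpd via pin tool; 48 hr, 37 C, 5% CO2; Hoechst 40 min; imager read of total nuclear intensity, ex 405/em 500-530 nm.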
# MCF10A rerep = DNA re-replication induction in MCF 10a cells; AID 624296; MCF 10A DNA re-replication, Hoechst nuclear intensity, 48 h; 350,000 compounds, 2.9% hits; Potency, µM (doses to about 46.1 µM), without a hit: at the top dose activity, positive = re-replication, most hits filed as activators; note: potency is the fitted concentration of half-maximal effect; % of control where 0% means no effect; nearly all actives have a fitted effect of over 50% in size
# KB-3-1 cytotox = KB-3-1 parental cell cytotoxicity; Potency, µM (series often up to 46.1 µM), inactives show top-dose activity change, negative = cytotoxic, hits mostly cytotoxic; AID 1347075; KB-3-1 viability, CellTiter-Glo ATP luminescence, 72 h; 400,000 compounds, 1.4% hits; note: potency is the fitted concentration of half-maximal effect; % is set by controls: 0 for no effect and ±100 for the full control effect; nearly all actives have a fitted effect of over 60% in size
#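 KB-3-1 cells, DMEM (no phenol red) + 10% FBS; compound by pin transfer, 72 h, 37 °C. Readout: CellTiter-Glo luminescence after 10 min. Data normalized, curve-fitted.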
# HT1080-NT tox = kills 2HG-producing HT-1080-NT fibrosarcoma cells; HT-1080-NT fibrosarcoma viability, CellTiter-Glo ATP luminescence, 48 h; Potency, µM (doses to about 46.1 µM), for inactives: at the highest dose activity, negative = less viability, actives largely listed as cytotoxic; 360,000 compounds, 1.6% hits;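 note: NT is the 2HG producing partner of a matched IDH1 knockdown line; potency is the fitted concentration of half-maximal effect; 0% = DMSO-treated cells and -100% = media-only wells without cells; nearly all actives have a fitted effect of over 55% in size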
#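 750 cells/well, RPMI + 5% FBS; 2 h settle, compound pin-transfer, 48 h at 37 degrees C. CellTiter-Glo 10 min RT, luminescence. Normalized to DMSO and media-only wells.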
# HEK293 tox = cytotoxicity in counter-screen for GLP-1R inverse agonists; HEK293 cAMP-luciferase reporter cells, luminescence, 24 h; Potency, µM (doses to about 38.3 µM), inactives show at the top dose activity change, negative = inhibition, hits mostly inhibitors; 410,000 compounds, 0.13% hits; AID 624418;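 note: loss of luciferase light is scored as toxicity; potency is the fitted concentration of half-maximal effect; % is set by controls: 0 for no effect and ±100 for the full control effect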
#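 Compound-treated cells are incubated 24 hr at 37 deg C under 5% CO2 after a 12 hour attachment period, then luciferase detection reagent is added and luminescence is measured following 12 min at room temperature; lowered signal indicates toxicity.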
# HT1080 IDH1KD tx = HT-1080 IDH1 knockdown cell toxicity (counter line) | HT-1080 IDH1 knockdown viability, ATP luminescence, 48 h | Potency, µM (doses to about 46.1 µM), inactives show top-dose activity, negative = toxicity, hits mostly cytotoxic | AID 686971 | 360,000 compounds, 2% hits;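 note: potency is the fitted concentration of half-maximal effect; 0% = DMSO wells and -100% = cell-free medium wells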
#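 % activity derives from luminescence (CellTiter-Glo), normalised to DMSO and no-cell wells. HT-1080-IDH1KD cells, 750/well, had 48 h compound exposure at 37 °C.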
# DRD3 agonist = agonists of human D3 dopamine receptor; D3R DiscoveRx beta-arrestin cells, luminescence, 90 min; 410,000 compounds, 0.58% hits; P35462; max activation, %; in the data active = max activation above about 30%; note: 0% is about no effect; mostly tested at two doses, the higher about 12 µM
# Target sequence (P35462 whole entry, looked up): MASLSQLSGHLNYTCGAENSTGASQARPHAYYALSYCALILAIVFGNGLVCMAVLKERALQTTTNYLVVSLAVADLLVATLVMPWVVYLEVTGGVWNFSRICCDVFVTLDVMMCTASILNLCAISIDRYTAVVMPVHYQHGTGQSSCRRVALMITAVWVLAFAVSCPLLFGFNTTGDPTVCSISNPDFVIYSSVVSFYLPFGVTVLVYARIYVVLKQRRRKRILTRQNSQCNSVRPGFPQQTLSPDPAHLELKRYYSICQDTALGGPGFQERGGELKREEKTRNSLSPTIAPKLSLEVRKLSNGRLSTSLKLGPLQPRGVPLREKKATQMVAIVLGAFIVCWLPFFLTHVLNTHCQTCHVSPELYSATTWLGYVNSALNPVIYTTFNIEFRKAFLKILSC
#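 Cells at 1500/well, incubated overnight, then treated with pinned compounds (dopamine as control) for 90 min at 37 degrees C. DiscoveRx reagent added for 30 - 60 minutes at room temperature; luminescence read.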
# IL1B secr inh = inflammasome signaling inhibition, IL-1 beta readout. THP-1 LPS/ATP IL-1B secretion, AlphaLISA, 16 h; stronger effect = lower value. activity change, % at 57.5 µM. 360,000 compounds, 4.7% hits; in the data active = activity change below about -50%; inconclusive = mostly about -30% to -49%; note: % is set by controls: 0 for no effect and ±100 for the full control effect
#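 Secreted IL-1B measured by AlphaLISA bead assay after 16 h compound exposure of THP-1 cells; compounds (final up to 57.5 uM) added 1 h before LPS (250 ng/mL) and ATP (1.25 mM) stimulation; lower signal means less secretion.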
# Active calls of the source: *; i = inactive; ? = inconclusive; . = no result given; [ ] = another dose, or the depositor's remark. Unless noted, calls come from the whole dose curve; as a rule, active = well fitted curve in the direction sought with a large enough effect; inconclusive = small, poorly fitted or top-dose-only effect, or another doubt; inactive = no such curve, though single readings can be large; an effect the other way counts as inactive or inconclusive. No enrichment for hits; any-hit rate near 11%.
no.	SMILES	KB-V1 MDR tox	SW480 rerep	MCF10A rerep	KB-3-1 cytotox	HT1080-NT tox	HEK293 tox	HT1080 IDH1KD tx	DRD3 agonist	IL1B secr inh
1	CSCc1ccc(C(=O)N2CCC(N3CCC(C(=O)NC(C)C)CC3)CC2)o1	.	-10%	?	.	3%	-4%	4%	4	-7
2	CCc1ccc2oc(-c3cc(NC(=O)c4cccnc4)cc(C)c3O)nc2c1	?	.	.	9%	.	1%	.	-1	.
3	CCn1cc(S(=O)(=O)c2ccc(C)cc2C)c(=O)c2cc(F)c(N3CCCCC3)cc21	0%	.	.	-7%	.	-15%	.	-5	.
4	Cc1ccc(-n2c(-c3ccc(Cl)cc3)n[nH]c2=S)c(C)c1	3%	-19%	?	-6%	-6%	-29%	-2%	-8	27
5	CCOC(=O)C(CCSC)NC(=O)CN (stereo not given)	14%	-5%	8%	-2%	2%	3%	0%	-2	-3
6	O=S(=O)(NCCc1ccccn1)c1cc(Cl)cc(Cl)c1O	?	-1%	12%	0%	-1%	-19%	2%	-3	0
7	Cc1ccc(NC(=O)COc2ccccc2C(=O)NCCc2ccccc2)cc1	?	?	1%	-1%	-27%	5%	-24%	3	-5
8	COC(=O)C1=C(C)N(CCc2c[nH]c3ccccc23)C(=O)C1	?	0%	-3%	-10%	10%	-35%	3%	11	5
9	Cc1ccccc1NC(=O)c1c(C)oc2ccc(O)c(CN3CCOCC3)c12	10%	.	.	-4%	.	1%	.	-6	.
10	O=C(/C=C/c1ccccc1[N+](=O)[O-])NCc1ccc(Cl)cc1	-6%	-2%	-5%	6%	8%	1%	-1%	-10	14
11	C=CCn1c(SCc2c(C)noc2C)nc2sc3c(c2c1=O)CCC(C)C3 (stereo not given)	4.6µM*	9.2µM*	3.7µM*	4.1µM*	?	-28%	?	-1	28
12	CCN(CC)S(=O)(=O)c1cccc(C(=O)NCC2CCCO2)c1 (stereo not given)	-10%	?	23µM*	-1%	-4%	5%	2%	7	25
13	O=C(CSc1nc(NS(=O)(=O)c2ccccc2)cc(=O)[nH]1)Nc1cccc(C(F)(F)F)c1	2%	0%	14%	6%	0%	11%	3%	-1	26
14	CC(C)(C)C(=O)Cn1ncc(Cl)c(Cl)c1=O	?	?	2.1µM*	-2%	13µM*	?	?	1	-101*
15	Cc1cccc(S(=O)(=O)NC(=O)C2(C)CCN2C(=O)c2ccccc2CCc2ccccc2)c1 (stereo not given)	5%	.	.	0%	?	0%	-2%	1	0
16	CCc1nn2c(=O)c(S(=O)(=O)Nc3ccc(OC)c(Cl)c3)c(C)nc2s1	12%	.	.	2%	.	-2%	.	5	.
17	Cc1cc(C)nc(NS(=O)(=O)c2ccc(NC(=O)COc3ccc(C(C)(C)C)cc3)cc2)n1	0%	.	.	-5%	.	-1%	.	5	.
18	COc1ccc(CN2C(=O)c3cccnc3C2O)cc1 (stereo not given)	1%	3%	1%	-5%	12%	1%	12%	9	-20
19	CCN(CC)S(=O)(=O)c1ccc(OC)c(NC(=O)C2CC(=O)N(c3ccc4c(c3)OCCO4)C2)c1 (stereo not given)	.	-6%	-4%	.	1%	11%	7%	12	-7
20	COc1ccc(CCC(=O)N2CCN(C(=O)c3ccccc3)CC2)cc1	25%	15%	4%	36%	11%	-1%	11%	16	10
21	Cc1cc(C)nc(SCC(=O)N/N=C/c2ccc3c(c2)OCO3)n1	3%	-7%	-2%	-11%	6%	7%	1%	1	-8
22	COc1ccc(N(CC(=O)N2CCN(c3ccccc3)CC2)S(=O)(=O)c2c(C)noc2C)cc1	4%	-2%	-2%	7%	0%	-3%	6%	5	-14
23	O=c1c2ccc([N+](=O)[O-])cc2ncn1CCOc1cccc(Br)c1	?	-3%	11%	-6%	-20%	5%	-5%	32*	13
24	CN(CC(=O)Nc1ccccc1F)S(=O)(=O)c1ccc2c(c1)n(C)c(=O)c(=O)n2C	21%	-6%	-3%	2%	6%	1%	16%	4	-2
25	Cc1nn(Cc2ccccc2)c(C)c1NC(=O)c1cc(-c2ccco2)on1	-11%	1%	5%	3%	0%	-9%	1%	12	6
26	Cn1nnnc1SCC(=O)Nc1ccc(Oc2ccc(Cl)cc2)cc1	1%	15µM*	8.2µM*	-5%	-15%	5%	?	-3	-1
27	Nc1nc(NC(=O)c2cccc(S(=O)(=O)N3CCCCCC3)c2)nc(-c2ccccc2)n1	-12%	?	?	-20%	?	-4%	?	34*	47
28	COc1ccc(-n2c(C)c(C(C)=O)c3cc(OC(C)=O)ccc32)cc1	?	-13%	1%	0%	3%	-7%	3%	-3	35
29	CCCCNC(=S)Nc1ccc(F)cc1	-5%	-4%	-5%	1%	-2%	-2%	1%	5	5
30	Cc1ccc([C@@H]2C[C@H]3[C@@H](CN2S(=O)(=O)c2ccc(Cl)cc2)C(=O)C[C@@H](c2cccc4ccccc24)N3S(=O)(=O)c2ccc(C)cc2)cc1	7%	.	.	7%	1%	3%	0%	-4	6
31	COc1ccc(N2CCN(C3CCCN(Cc4ccc(F)c(F)c4)C3)CC2)cc1 (stereo not given)	-6%	-59%[inhibitor]	?	-3%	-11%	3%	0%	-26	1
32	COc1cc([N+](=O)[O-])ccc1NC(=O)/C=C\C(=O)O	0%	-2%	-1%	-6%	-2%	-21%	-2%	-4	3
33	Cc1nc2ccc(NC(=O)NC(=O)c3c(Cl)cccc3Cl)cc2o1	-5%	-8%	-2%	-1%	13%	-6%	7%	2	12
34	C/C(=N\Nc1ccccc1)c1cc2ccccc2oc1=O	-2%	-16%	-2%	-3%	-2%	-14%	-17%	-8	-14
35	CC(C)(C)OC(=O)C[C@@H]1C/C=C\C[C@@H](CC(=O)N(CCO)Cc2ccccc2)C(=O)N[C@H](C(C)(C)C)COC1=O	-4%	-16%	-1%	?	12%	0%	7%	3	14
36	CCN(CC)C(=O)C1=C(C)N(Cc2ccc(C(C)(C)C)cc2)C(=O)C(CC(=O)NCCCCc2ccccc2)C1 (stereo not given)	?	.	.	?	?	-11%	?	-1	?
37	COc1ccc(S(=O)(=O)N2CCOC2CNC(=O)C(=O)NCCCn2ccnc2)cc1OC (stereo not given)	-1%	-3%	16%	0%	11%	-3%	-2%	2	1
38	COC(=O)C1(C)NC(c2cccc(C)c2)C2C(=O)N(c3ccccc3)C(=O)C21 (stereo not given)	-3%	.	.	-11%	0%	-8%	-2%	-9	-22
39	CCn1c(SCC(=O)NC2CCCCC2)nnc1C(C)NC(=O)c1ccccc1F (stereo not given)	-5%	?	13%	-2%	13%	-19%	-1%	-8	4
40	O=S(=O)(Cc1ccc(Cl)cc1)c1ncc(CO)n1Cc1ccccc1	-7%	-2%	0%	-5%	7%	-2%	-9%	10	34
41	CCn1c(=O)n(CC)c2cc(S(=O)(=O)N3CCc4ccccc43)ccc21	2.3µM*	-5%	2%	?	10µM*	32%[activator]	?	1	-9
42	CCCCN(CC)C(=O)Cn1nc(Cc2ccncc2)c2ccccc2c1=O	9%	-2%	-11%	7%	12%	-36%	10%	1	-21
43	O=C(N/N=C/c1ccc(N2CCOCC2)s1)c1ccc(O)cc1	0%	.	.	3%	1%	-11%	3%	-1	?
44	Cc1ccc(-c2nn(-c3ccccc3)cc2C2CC(c3cccs3)=NN2C(=O)CCCC(=O)O)cc1 (stereo not given)	0%	0%	4%	3%	-2%	-16%	-8%	3	0
45	O=C(Nc1cccc(-n2cccn2)c1)C1CCCN(Cc2ccc(C#CCCO)cc2)C1 (stereo not given)	?	-4%	?	-2%	0%	-1%	-19%	-9	i
46	CC(NC(=O)COC(=O)c1ccc(N2CCCC2=O)cc1)c1ccc(F)cc1 (stereo not given)	?	-16%	5%	4%	1%	-7%	2%	2	7
47	O=C(Nc1ccc(OC(F)(F)F)cc1)N1CCN(c2ccnc3cc(Cl)ccc23)CC1	-17%	20%	?	?	?	-25%	?	6	?
48	Cc1cc(C(=O)N/N=C/c2c(CO)cnc(C)c2O)c2ccccc2n1	-24%	?	?	?	?	-15%	21µM*	0	162
49	COc1ccccc1N1CCN(C(=O)COc2ccccc2C#N)CC1	?	.	.	7%	.	1%	.	-2	.
50	COc1ccc(NC2CCCN(C(=O)c3cccc(N(C)C)c3)C2)cc1 (stereo not given)	0%	-5%	-8%	-2%	2%	8%	-9%	-9	0
51	O=C(CCC(=O)Nc1ccccc1Cl)NNC(=O)c1ccccc1[N+](=O)[O-]	-8%	-1%	-4%	-1%	1%	7%	1%	-6	8
52	Cc1ccc(C(C)(C)C)cc1S(=O)(=O)N1CC(=O)Nc2ccccc21	?	26%	16%	-26%	?	22%	-11%	-4	-100*
53	O=C(NC(=S)Nc1cccnc1)c1cccc(Br)c1	2%	-7%	-3%	8%	5%	?	18%	-7	17
54	CC(C)(CN1CCc2ccccc2C1)NS(=O)(=O)c1ccccc1	-5%	3%	-6%	-1%	11%	6%	0%	-37	30
55	CC(=O)Nc1ccc(S(=O)(=O)N(C)CC(=O)OCC(=O)N(C)C2CCS(=O)(=O)C2)cc1 (stereo not given)	1%	4%	1%	0%	0%	1%	-7%	-11	-10
56	COc1cc(Cl)c(CNC[C@H]2O[C@@H](n3cnc4c(N)ncnc43)[C@H](O)[C@@H]2O)c(Cl)c1O	-5%	-8%	7.3µM*	0%	-1%	8%	0%	-2	37
57	Cc1ccc(C)c(N2N=C(C(=O)Nc3nccs3)CCC2=O)c1	-15%	-6%	1%	3%	15%	-5%	28%	3	48
